High-throughput results deposited in PubChem BioAssay by several laboratories.
HPDE-C7 viability – cytotoxicity in HPDE-C7 cells, cell-based, fluorescence, HTS (AID 430); HPDE-C7 pancreatic duct cells viability, fluorescence; higher % means a stronger effect; cytotoxicity, % at 10 µM, or EC50 in µM where a hit was titrated; 1.8% of 63,000 active;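 note: cells exposed to compound for 48 hours before viability readout; 0% = vehicle and 100% = reference cytotoxic drug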
LYP phosphatase – LYP phosphatase inhibitors, primary screen, biochemical, DiFMUP fluorescence, recombinant catalytic domain, 10 µM (AID 606); recombinant LYP catalytic domain, DiFMUP fluorescence; higher % means a stronger effect; one-dose inhibition, % at 10 µM; IC50 in µM for titrated hits; 52,000 tested, under 10 active;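 active = IC50 under 40 µM in the dose-response test; inactive = IC50 of 40 µM or more, or never dose-tested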
HT1080 viability – HT1080 cell viability loss – fluorescence readout (AID 620); HT1080 viability, fluorescence; higher % means a stronger effect; cytotoxicity, % at 10 µM, or EC50 in µM where a hit was titrated; 0.42% of 87,000 active;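 note: cells exposed to compound overnight then 4 h with Alamar Blue; 0% = vehicle DMSO and 100% = killing control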
KRASV12 cytotoxicity – cytotoxicity in KRAS-transformed pancreatic duct cells, primary screen, cell-based, fluorescence, HTS (AID 431). HPDE-C7K KRASV12 cells, Alamar Blue viability, 48 h; higher % means a stronger effect. cytotoxicity, % at 10 µM; hits with a dose series show EC50 in µM. 1.7% of 63,000 active;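 active = compounds whose percent cytotoxicity in the single-dose primary screen, scaled between solvent and toxic-drug controls, exceeds 50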;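 note: 0% = DMSO solvent wells and 100% = doxorubicin-treated wells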
Spn DPM-DC inh – blocks S. pneumoniae diphosphomevalonate decarboxylase; purified DPM-DC, PK/LDH coupled NADH fluorescence; AID 556; 0.49% of 65,000 active; calls only at 10 µM;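 active = the 320 compounds with the highest percent inhibition in the single-dose primary screen, excluding strongly autofluorescent ones, cut at about 32% in these data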;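 note: kinetic rate of NADH fluorescence loss reporting ADP formed by the decarboxylase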
MK inhibit – S. pneumoniae mevalonate kinase inhibition. 0.48% of 65,000 active. inhibition, % at 10 µM. purified MK, PK/LDH-coupled NADH absorbance 340 nm;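 active = ranked among the strongest by inhibition in the single 10 µM screen, a fixed top-ranked set picked for dose follow-up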; note: no value below 0 was filed
TNAP inhibition – inhibition of tissue-nonspecific alkaline phosphatase – biochemical, luminescent (AID 518); purified TNAP enzyme, luminescent substrate readout; higher % means a stronger effect; one-dose inhibition, % at 20 µM; IC50 in µM for titrated hits; 0.09% of 64,000 active; in the data active = a potency from the dose series; inactive = the rest, 99 in 100 with inhibition below about 22%;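 note: plate controls were vehicle for no effect and reference inhibitor for full effect; many of its hits are not listed in these tables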
Bfl-1 displacement – displacement of Bid BH3 peptide from Bfl-1 – biochemical, fluorescence polarization, FITC-Bid, mouse, primary screen (AID 432) | FITC-Bid BH3 peptide fluorescence polarization displacement; higher % means a stronger effect | displacement, % at 20 µM; hits with a dose series show IC50 in µM | 0.02% of 64,000 active; in the data active = a potency from the dose series; inactive = the rest, 99 in 100 with displacement below about 15%; note: strong numbers were not always called active
PMK inhibit – inhibitors of Streptococcus pneumoniae phosphomevalonate kinase; purified PMK, PK/LDH-coupled NADH absorbance 340 nm; inhibition, % at 10 µM; 0.49% of 65,000 active;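 active = top-ranked compounds by inhibition in the single 10 µM screen, taking a fixed number of the strongest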;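 note: 0% = full reaction with DMSO carrier and 100% = background rate without enzyme reaction; no value below 0 was filed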
PMK inhibit pilot replicates – further read-out of PMK inhibit, marked with its call; inhibition, %; measured here: pilot screen replicates
MK inhibit pilot replicates – recorded beside MK inhibit, whose call it bears; inhibition, %; measured here: pilot screen replicates
Spn DPM-DC inh pilot screen % – also measured in Spn DPM-DC inh; calls as there; inhibition, %; measured here: pilot screen trials
The depositor's hits bear a star; i = inactive; x = not tested or not shown. Cut-off read from the data, not from the text of the source, unless noted: active = cytotoxicity above about 50%; inactive = the rest.

SMILES	HPDE-C7 viability	LYP phosphatase	HT1080 viability	KRASV12 cytotoxicity	Spn DPM-DC inh	MK inhibit	TNAP inhibition	Bfl-1 displacement	PMK inhibit	others
CN(C)CCC=C1c2ccccc2CCc2ccccc21	-2%	17%	-17%	31%	i	2	12%	-2%	9	PMK inhibit pilot replicates=1.5;MK inhibit pilot replicates=0.0;Spn DPM-DC inh pilot screen %=1.0
O=C(O)CCC(=O)Nc1nnc(C(F)(F)F)s1	-5%	x	11%	-6%	i	2	8%	3%	6
CCOC(=O)CCCn1c(C)nc(=O)c(-c2ccccc2)c1C	-13%	10%	-1%	-13%	i	0	-6%	1%	0
Brc1c(NC2=NCCN2)ccc2nccnc12	-3%	5%	-1%	0%	i	2	9%	4%	3	PMK inhibit pilot replicates=1.5;MK inhibit pilot replicates=0.0;Spn DPM-DC inh pilot screen %=0.0
COc1cccc(NC(=O)CNS(=O)(=O)c2ccc3nc(C)sc3c2)c1	-11%	9%	13%	5%	i	0	11%	2%	10
O=C(c1ccc(CN2CCc3ccccc3C2)cc1)N1CCCCC1	-15%	x	-3%	-22%	i	6	6%	-5%	13
O=C(NCc1cccs1)c1cc2ccccc2o1	-2%	6%	-2%	-6%	i	3	9%	9%	15
COc1ccc(NS(=O)(=O)c2ccc(NS(=O)(=O)c3ccc(C)cc3)cc2)nn1	-2%	x	10%	-3%	i	2	4%	-1%	9
Cc1noc(/C=C/N(C)C)c1S(=O)(=O)N(C)CC(=O)NC1CCCCC1	-1%	-3%	14%	0%	i	12	-2%	-4%	20
CCOC(=O)COc1nc(Nc2ccccc2C)nc(N(C)C)n1	-8%	5%	-2%	-5%	i	6	6%	8%	0
Cc1ccc(S(=O)(=O)N2CC3(C)CN(S(=O)(=O)c4ccc(C)cc4)CC(C)(C2)C3O)cc1 (stereo unspecified)	-2%	14%	5%	1%	i	5	1%	0%	16
CCOC(=O)Cc1csc(NC(=O)CSc2nc(C)cc(=O)[nH]2)n1	3%	x	7%	-9%	i	3	5%	-8%	13
CCOc1ccccc1NC(=O)Cc1ccccc1OC	5%	-13%	-8%	-12%	i	0	10%	1%	0
Cc1ccc(-c2nn3c(C)nnc3s2)cc1NC(=O)CSc1ccc(Cl)cc1	x	-8%	-12%	x	i	11	12%	1%	7
O=C(OCC(=O)c1c[nH]c2ccccc12)C1=COCCO1	-6%	-5%	3%	-12%	i	15	14%	2%	21	PMK inhibit pilot replicates=5.0;MK inhibit pilot replicates=0.0;Spn DPM-DC inh pilot screen %=0.0

Grouped by structure, the compounds so far containing four or more nitrogen atoms (6)
SMILES	HPDE-C7 viability	LYP phosphatase	HT1080 viability	KRASV12 cytotoxicity	Spn DPM-DC inh	MK inhibit	TNAP inhibition	Bfl-1 displacement	PMK inhibit	others
Brc1c(NC2=NCCN2)ccc2nccnc12	-3%	5%	-1%	0%	i	2	9%	4%	3	PMK inhibit pilot replicates=1.5;MK inhibit pilot replicates=0.0;Spn DPM-DC inh pilot screen %=0.0
COc1ccc(NS(=O)(=O)c2ccc(NS(=O)(=O)c3ccc(C)cc3)cc2)nn1	-2%	x	10%	-3%	i	2	4%	-1%	9
Cc1noc(/C=C/N(C)C)c1S(=O)(=O)N(C)CC(=O)NC1CCCCC1	-1%	-3%	14%	0%	i	12	-2%	-4%	20
CCOC(=O)COc1nc(Nc2ccccc2C)nc(N(C)C)n1	-8%	5%	-2%	-5%	i	6	6%	8%	0
CCOC(=O)Cc1csc(NC(=O)CSc2nc(C)cc(=O)[nH]2)n1	3%	x	7%	-9%	i	3	5%	-8%	13
Cc1ccc(-c2nn3c(C)nnc3s2)cc1NC(=O)CSc1ccc(Cl)cc1	x	-8%	-12%	x	i	11	12%	1%	7

Next section
SMILES	HPDE-C7 viability	LYP phosphatase	HT1080 viability	KRASV12 cytotoxicity	Spn DPM-DC inh	MK inhibit	TNAP inhibition	Bfl-1 displacement	PMK inhibit	others
C=CCn1c(=NC(=O)C2CC2)sc2cc(NC(C)=O)ccc21	-2%	8%	-2%	6%	x	10	5%	0%	21
O=c1ccn(Cc2ccccc2)c(=O)n1Cc1ccccc1	-7%	-9%	-5%	-6%	i	0	6%	-5%	0
CCN1C(=O)C(C(=O)Nc2ccc(OC)cc2)C2CC1(C)Oc1ccccc12 (stereo unspecified)	-10%	14%	15%	-5%	i	6	14%	-4%	13	PMK inhibit pilot replicates=2.0;MK inhibit pilot replicates=0.0;Spn DPM-DC inh pilot screen %=3.0
CCOC(=O)C1=C(N)OC2=C(C(=O)CCC2)C1c1ccc(C)s1 (stereo unspecified)	3%	21%	0%	9%	i	1	3%	-6%	37*
COc1ccccc1NC(=O)N1CCCC1C(=O)NC12CC3CC(CC(C3)C1)C2 (stereo unspecified)	1%	1%	4%	-6%	i	0	13%	-10%	9
CC1CCN(c2c(NCc3ccc(C(=O)N4c5ccccc5CC4C)cc3)c(=O)c2=O)CC1 (stereo unspecified)	-2%	5%	x	7%	i	6	20%	3%	15	PMK inhibit pilot replicates=3.5;MK inhibit pilot replicates=18;Spn DPM-DC inh pilot screen %=0.5
CCOC(=O)c1sc(-n2[nH]c(C)cc2=O)nc1C	14%	-2%	-9%	18%	i	0	5%	0%	1
O=C(O)CNS(=O)(=O)c1ccc(Br)s1	-21%	5%	4%	-20%	i	0	-4%	-11%	14
CCOC(=O)c1ccc(Cn2c(-c3ccccc3)nnc2-c2ccccc2)o1	-3%	6%	-1%	-3%	i	4	10%	5%	7
O=C1c2oc3ccccc3c(=O)c2C(c2ccccn2)N1Cc1ccccc1 (stereo unspecified)	-14%	3%	6%	-9%	i	6	4%	7%	10	PMK inhibit pilot replicates=0.0;MK inhibit pilot replicates=0.0;Spn DPM-DC inh pilot screen %=3.0
CC(=O)NCc1nc2ccccc2n1Cc1ccccc1F	-8%	14%	-7%	-6%	i	3	4%	8%	8
CCCCCCc1ccc(-c2ncc(N)cn2)cc1	36%	-7%	97%*	34%	i	2	8%	-8%	0	PMK inhibit pilot replicates=5.0;MK inhibit pilot replicates=4.5;Spn DPM-DC inh pilot screen %=4.5
CCC(C(=O)NC1CCCC1)N(Cc1ccc2c(c1)OCO2)C(=O)c1snc(C(N)=O)c1N (stereo unspecified)	-4%	x	1%	7%	i	12	9%	-6%	5
Cc1cc(C(F)F)n2nc(C(=O)Nc3ccc(F)cc3F)nc2n1	8%	7%	-6%	8%	i	8	11%	-8%	2
COc1ccc(S(=O)(=O)N2CCC(C(=O)NCCc3ccc4c(c3)OCO4)CC2)cc1	4%	9%	16%	7%	i	19	-3%	-7%	10
Cc1cccc2cc(CN(CCCN3CCOCC3)Cc3nnnn3C(C)(C)C)c(=O)[nH]c12	-4%	14%	-3%	-4%	i	6	-3%	-2%	4
O=C(N1CCC(O)(c2cccnc2)CC1)C12CC3CC(CC(C3)C1)C2	-11%	18%	-2%	-11%	i	0	-2%	-3%	6
Fc1ccc2nc3n(c2c1F)CCCCCC3	-9%	7%	-16%	7%	i	0	4%	-7%	14
Cc1ccc(S(=O)(=O)N2CCCC2C(=O)N2CCCCCC2)cc1 (stereo unspecified)	5%	12%	3%	13%	i	15	5%	0%	7
CSC(=NCCCN1CCOCC1)NS(=O)(=O)c1cccs1	-8%	9%	12%	0%	i	4	-1%	-2%	0
CC(=O)OCC1OC(n2ccc(=O)[nH]c2=O)C(O)C1O (stereo unspecified)	-11%	8%	2%	1%	i	2	2%	-6%	3
CN(Cc1ccccc1)C(=O)c1cnc2n(c1=O)CCS2	x	-1%	10%	x	i	0	x	x	9
C=C(C)COc1ccc2oc(C)c(C(=O)OCCOC)c2c1	-6%	11%	15%	-8%	i	8	12%	3%	5
Cc1ccc(-c2nc(CS(=O)CC(=O)NC3CCC(C)CC3)c(C)o2)cc1 (stereo unspecified)	-5%	10%	-10%	-2%	i	8	5%	-7%	7
CSc1nc(C)cc(OCC(=O)n2nc(C)cc2C)n1	-2%	4%	11%	-16%	i	6	9%	-2%	0
CCCCOc1ccc(Cl)cc1CSc1nnc(C)n1N	x	7%	11%	x	i	9	18%	5%	2
Cc1cc(NC(=O)CSc2nc3ccccc3n2CC(=O)N2CC(C)CC(C)C2)no1 (stereo unspecified)	-5%	x	-3%	-8%	i	6	1%	-4%	13
O=C(Oc1oc(-c2ccco2)nc1C=Nc1ccccc1)c1ccoc1	29%	-3%	3%	35%	i	0	10%	-2%	8
CCc1ccc(NC(=O)CSc2nnc(CNC(=O)c3c(F)cccc3Cl)o2)cc1	-2%	3%	x	-7%	i	3	10%	3%	11
CCCC(=O)N1CC2(CCC)CN(C(=O)CCC)CC(CCC)(C1)C2=O	-5%	1%	-24%	6%	i	11	4%	3%	5
CC1C(C#N)=C(N)OC2=C1C(=O)CCC2 (stereo unspecified)	-22%	11%	6%	-1%	i	2	-2%	2%	7
CCCCNC(=O)CC(=O)Nc1ccccc1C(=O)O	-1%	x	-4%	-5%	i	3	9%	-2%	11
Cn1cc(S(=O)(=O)NCc2ccco2)c(=O)n(C)c1=O	14%	10%	x	10%	i	13	5%	3%	0
CCOC(=O)C1(CC)NC(c2ccc(N(C)C)cc2)C2C(=O)N(C)C(=O)C21 (stereo unspecified)	2%	x	-4%	-8%	i	0	11%	3%	14
N#CC1=C(SCc2ccccc2)NC(=O)CC1c1cccc(O)c1 (stereo unspecified)	-4%	12%	4%	1%	i	12	4%	-4%	10
COC(=O)c1cc(OC)c(OC)cc1NC(=O)c1cc(C)on1	-11%	-5%	0%	1%	i	16	14%	-6%	5
COc1cc(NC(=O)Cn2nnc(-c3ccncc3)n2)cc(OC)c1	-9%	-2%	-1%	3%	i	10	15%	-8%	0
O=C(NCc1ccco1)c1nc2ccccc2s1	-4%	-9%	1%	-3%	i	7	5%	11%	0
CNC(=O)N(c1ccccc1)c1ccccc1	-26%	x	0%	-14%	i	6	3%	-2%	10
CC1(C)CC(=O)C(C=NCCc2ccc(O)cc2)=C(O)C1	37%	13%	3%	38%	i	2	7%	0%	0
CCn1nnc(NC(=O)c2cccc(-c3cc4ccccc4oc3=O)c2)n1	-2%	-2%	-6%	-10%	x	67*	6%	6%	9
CCCOc1ccc(C(=O)Nc2ccc(N3CCN(C(C)=O)CC3)cc2)cc1	-6%	12%	-1%	-25%	i	8	17%	-7%	12
N#Cc1cccc(-c2cn(S(=O)(=O)c3ccc(Cl)cc3)nc2N)c1	12%	3%	-2%	11%	i	9	5%	-12%	7
CC(=O)N1CCc2cc(Br)cc(S(=O)(=O)NCC3CCCO3)c21 (stereo unspecified)	14%	-6%	17%	11%	i	3	1%	-2%	9
OC1(c2cccc(C(F)(F)F)c2)CCN(c2ccc(-c3ccccc3)nn2)CC1	25%	2%	-1%	32%	i	1	18%	3%	17	PMK inhibit pilot replicates=3.5;MK inhibit pilot replicates=3.5;Spn DPM-DC inh pilot screen %=2.5
COC(=O)c1ccc2c(c1)nc(C)n2CCO	-9%	4%	9%	-13%	i	5	4%	3%	0	PMK inhibit pilot replicates=1.5;MK inhibit pilot replicates=7.0;Spn DPM-DC inh pilot screen %=0.0
Cc1ccc(-n2c(SCC(=O)Nc3nccs3)nc3c(c2=O)SCC3)cc1	-9%	13%	3%	-10%	i	6	8%	-4%	4
